VEEV TC-83 Vero = inhibitors of VEEV TC-83 cytopathic effect, confirmation, Vero cells (AID 588727); Vero cells, VEEV TC-83 cytopathic effect inhibition; higher % means a stronger effect; inhibition, % at 20 µM; hits with a dose series show IC50 in µM; 350,000 tested, 0.13% active; in the data active = a potency from the dose series; inconclusive = inhibition mostly from about 14% at the one dose, without a potency; inactive = the rest, 99 in 100 with inhibition below about 12%; note: strong numbers were not always called active
influenza NS1A = NS1A inhibition, H1N1 influenza, cell based functional assay (AID 504329). 340,000 tested, 0.3% active. NS1A functional cell-based assay, percent inhibition; higher % means a stronger effect. inhibition, % at 12.5 µM, or IC50 in µM where a hit was titrated; in the data active = a potency from the dose series; inconclusive = inhibition above about 27% without an active follow-up result; note: strong numbers were not always called active
tuberculosis growth = growth inhibition of non-replicating M. tuberculosis (AID 488890) | Mycobacterium tuberculosis non-replicating, growth inhibition; higher % means a stronger effect | one-dose inhibition, % at 25 µM; IC50 in µM for titrated hits | 320,000 tested, 0.39% active; in the data active = a potency from the dose series; inconclusive = inhibition mostly from about 82% at the one dose, without a potency; inactive = the rest, 99 in 100 with inhibition below about 76%;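 note: plate controls were DMSO cells for no effect and high antibiotic wells for full effect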
M. tuberculosis HTS = M. tuberculosis growth inhibition, HTS (AID 449762). 330,000 tested, 0.59% active. inhibition, % at 25 µM; hits with a dose series show IC50 in µM. M. tuberculosis H37Rv growth inhibition, 7H9 media; higher % means a stronger effect; in the data active = a potency from the dose series; inconclusive = inhibition above about 70% without an active follow-up result;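 note: bacterial growth assessed after seven days of incubation; strong numbers were not always called active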
Salmonella PhoP GFP = Inhibition of PhoP regulon, Salmonella typhi GFP reporter cells, confirmation, 4 h (AID 1850) | Salmonella Typhi PhoP-promoter GFP reporter, fluorescence, 4 h; higher % means a stronger effect | inhibition, % at 50 µM; hits with a dose series show IC50 in µM | 310,000 tested, 0.33% active; in the data active = a potency from the dose series; inconclusive = inhibition mostly from about 25% at the one dose, without a potency; inactive = the rest, 99 in 100 with inhibition below about 19%;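 note: 0% = induced wells with vehicle and 100% = uninduced wells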
VEEV TC-83 Vero 10K pilot screen = second read-out of VEEV TC-83 Vero, no call of its own (marks repeat the call); inhibition, %; measured here: 10K pilot screen inhibition
* = called active by the depositor.

How did Cc1ccc(CN2C(=O)[C@H]3Cc4c([nH]c5ccccc45)C(C)(C)N3C2=O)cc1 do in these assays?
VEEV TC-83 Vero: 3.5%; influenza NS1A: 6%; tuberculosis growth: 19%; M. tuberculosis HTS: inconclusive; Salmonella PhoP GFP: -3%; VEEV TC-83 Vero 10K pilot screen: 1.6

What do the screens show for `O=C(c1cc(Cl)c(=O)n(Cc2ccc(Cl)cc2)c1)N1CCOCC1`?
VEEV TC-83 Vero: 1.1%; influenza NS1A: 1%; tuberculosis growth: -8%; M. tuberculosis HTS: -9%; Salmonella PhoP GFP: 2%

Results for Cc1cc(C)n(C(=O)CNc2ccccc2Cl)n1 ?
VEEV TC-83 Vero: 0.4%; influenza NS1A: -14%; tuberculosis growth: 10%; M. tuberculosis HTS: -1%; Salmonella PhoP GFP: -5%

How did COc1ccccc1OCC(=O)Nc1sc2c(c1C(=O)NCC1CCCO1)CCC2 (configuration not stated) do in these assays?
VEEV TC-83 Vero: 9.6%; influenza NS1A: 6%; tuberculosis growth: 20%; M. tuberculosis HTS: 2%; Salmonella PhoP GFP: -5%

Results for Cc1cc(C(=O)CN2C(=O)C(=O)N(CC(C)C)C2=O)c(C)n1C1CC1 ?
VEEV TC-83 Vero: 2.2%; influenza NS1A: -1%; tuberculosis growth: 7%; M. tuberculosis HTS: -2%

Results for CC(C)(C)NS(=O)(=O)NC(=O)C1=C(N2CCCC2)COC1=O ?
VEEV TC-83 Vero: 1.4%; influenza NS1A: 0%; tuberculosis growth: -10%; M. tuberculosis HTS: 11%

How did COc1ccccc1NS(=O)(=O)c1cccc(NC(=O)C2CC(=O)N(Cc3ccccc3)C2)c1 (configuration not stated) do in these assays?
VEEV TC-83 Vero: 2.6%; influenza NS1A: -3%; tuberculosis growth: 5%; M. tuberculosis HTS: -7%; Salmonella PhoP GFP: 7%

How did CC(C)CCNC(=O)c1ccc2c(Cl)c3c(nc2c1)CCC3 do in these assays?
VEEV TC-83 Vero: 0.2%; influenza NS1A: -6%; tuberculosis growth: 17%; M. tuberculosis HTS: -10%; Salmonella PhoP GFP: 23%

Results for O=C(NCc1ccncc1)c1ccccc1Nc1ccc(SC(F)F)cc1 ?
VEEV TC-83 Vero: 2.6%; influenza NS1A: 10%; tuberculosis growth: 22%; M. tuberculosis HTS: 13%; Salmonella PhoP GFP: 6%

What do the screens show for `Cc1cccc(NC(=S)NC(NC(=O)c2ccco2)C(Cl)(Cl)Cl)c1` (configuration not stated)?
VEEV TC-83 Vero: 4.8%; influenza NS1A: 14%; tuberculosis growth: 76%; M. tuberculosis HTS: -5%; Salmonella PhoP GFP: 3%

What do the screens show for `CC(C)C[C@@H](C(=O)O)N(Cc1cccc(CN([C@@H](CC(C)C)C(=O)O)S(C)(=O)=O)c1)S(C)(=O)=O`?
VEEV TC-83 Vero: inactive; influenza NS1A: -15%; tuberculosis growth: -20%; M. tuberculosis HTS: -1%; Salmonella PhoP GFP: 4%

How did COc1ccc(C2c3[nH]c4ccccc4c3C[C@H]3C(=O)N(C4CCN(Cc5ccccc5)CC4)CC(=O)N23)cc1OC (some centres not stated) do in these assays?
VEEV TC-83 Vero: 5.7%; influenza NS1A: 1%; tuberculosis growth: 19%; M. tuberculosis HTS: inconclusive; Salmonella PhoP GFP: 4%

What do the screens show for `Cc1ccc(/C=N/NC(=O)Cc2cccn2C)cc1`?
VEEV TC-83 Vero: 1.2%; influenza NS1A: -5%; tuberculosis growth: 4%; M. tuberculosis HTS: 6%; Salmonella PhoP GFP: 24%

Results for O=C(COC(=O)c1ccccc1NCc1ccco1)Nc1ccc2c(c1)OCO2 ?
VEEV TC-83 Vero: inactive; influenza NS1A: -5%; tuberculosis growth: -4%; M. tuberculosis HTS: 1%; Salmonella PhoP GFP: -2%

How did CCc1csc(CCNC(=O)C2CCC(=O)N(CCc3cccc(F)c3)C2)n1 (configuration not stated) do in these assays?
VEEV TC-83 Vero: 0.6%; influenza NS1A: -21%; tuberculosis growth: -6%; M. tuberculosis HTS: -1%; Salmonella PhoP GFP: -10%

How did CCc1cccc(CC)c1NC(=O)CN1CCc2cc(OC)c(OC)cc2C1 do in these assays?
VEEV TC-83 Vero: inactive; influenza NS1A: -14%; tuberculosis growth: 18%; M. tuberculosis HTS: 0%; Salmonella PhoP GFP: 5%

Results for Cc1cccc(S(=O)(=O)c2c(N)n(/N=C/c3cccnc3)c3nc4ccccc4nc23)c1 ?
VEEV TC-83 Vero: 1.8%; influenza NS1A: -2%; tuberculosis growth: 2%; M. tuberculosis HTS: 4%; Salmonella PhoP GFP: 11%

What do the screens show for `Cc1cccc(N2CCN(CC(O)COc3ccc4ccccc4c3)CC2)c1` (configuration not stated)?
VEEV TC-83 Vero: 2.2%; influenza NS1A: 10%

How did Cc1ccc(C(=O)OCC(=O)NCCN2C(=O)CSC2=O)cc1[N+](=O)[O-] do in these assays?
VEEV TC-83 Vero: 0.9%; influenza NS1A: 7%; tuberculosis growth: -6%; M. tuberculosis HTS: -5%

What do the screens show for `O=C(NCCc1ccccc1)C(=O)c1c(-c2ccccc2)cc2ccccn12`?
VEEV TC-83 Vero: 8.2%; influenza NS1A: -1%; tuberculosis growth: -12%; M. tuberculosis HTS: 3%; Salmonella PhoP GFP: -7%

What do the screens show for `CCn1c(CC(=O)Nc2ccccc2F)nnc1SCC(=O)NC1CCCC1`?
VEEV TC-83 Vero: 0.1%; influenza NS1A: 11%; tuberculosis growth: -21%; M. tuberculosis HTS: -3%; Salmonella PhoP GFP: 13%

Results for CC(c1ccccc1)C1C(C#N)=C(N)OC2=C1C(=O)CCC2 (configuration not stated) ?
VEEV TC-83 Vero: 5.8%; influenza NS1A: 3%; tuberculosis growth: 0%; M. tuberculosis HTS: 1%; Salmonella PhoP GFP: 1%

What do the screens show for `COCCN(CCOC)C(=O)CC(=O)N(CCOC)CCOC`?
VEEV TC-83 Vero: inactive; influenza NS1A: 1%; tuberculosis growth: 3%; M. tuberculosis HTS: 9%; Salmonella PhoP GFP: -5%

How did CCSc1nc2ccccc2c(=O)n1OCC(=O)OC do in these assays?
VEEV TC-83 Vero: 1.4%; influenza NS1A: -1%; tuberculosis growth: inconclusive; M. tuberculosis HTS: 11%; Salmonella PhoP GFP: 0%

What do the screens show for `COc1ccc(NC(=O)CN(C)C(=O)c2cc(-c3ccco3)nc3ccccc23)cc1`?
VEEV TC-83 Vero: 1.0%; influenza NS1A: 4%; tuberculosis growth: 4%; M. tuberculosis HTS: 4%; Salmonella PhoP GFP: 2%

Results for Cc1ccc(C)n1NC(=O)c1ccc([N+](=O)[O-])cc1 ?
VEEV TC-83 Vero: inactive; influenza NS1A: -2%; tuberculosis growth: 7%; M. tuberculosis HTS: 27%; Salmonella PhoP GFP: 4%

What do the screens show for `Cc1nnc(SCCCOc2ccccc2)nc1C`?
VEEV TC-83 Vero: 0.1%; influenza NS1A: 3%; tuberculosis growth: 1%; M. tuberculosis HTS: -4%; Salmonella PhoP GFP: -12%

What do the screens show for `Cc1ccccc1NC(=O)c1cc(-c2ccccc2)n(CCCN2CCOCC2)c1C`?
VEEV TC-83 Vero: 3.3%; tuberculosis growth: 5%; M. tuberculosis HTS: -2%; Salmonella PhoP GFP: 10%

How did CCOC(=O)C1=C(C)N(CCCC(=O)O)C(=O)NC1c1ccc2ccccc2c1 (configuration not stated) do in these assays?
VEEV TC-83 Vero: 0.2%; influenza NS1A: -3%; tuberculosis growth: 2%; M. tuberculosis HTS: -1%; Salmonella PhoP GFP: -4%; VEEV TC-83 Vero 10K pilot screen: 1.0

What do the screens show for `CCCOc1ccc(NC(=O)C2CC(=O)N3CCCN=C3S2)cc1` (configuration not stated)?
VEEV TC-83 Vero: inactive; influenza NS1A: 1%; tuberculosis growth: inconclusive; M. tuberculosis HTS: -1%; Salmonella PhoP GFP: 1%

Molecules shown so far that contain a nitro group on carbon (two):
How did Cc1ccc(C(=O)OCC(=O)NCCN2C(=O)CSC2=O)cc1[N+](=O)[O-] do in these assays?
VEEV TC-83 Vero: 0.9%; influenza NS1A: 7%; tuberculosis growth: -6%; M. tuberculosis HTS: -5%

Results for Cc1ccc(C)n1NC(=O)c1ccc([N+](=O)[O-])cc1 ?
VEEV TC-83 Vero: inactive; influenza NS1A: -2%; tuberculosis growth: 7%; M. tuberculosis HTS: 27%; Salmonella PhoP GFP: 4%

Other results.
How did CCCOc1cc(C)c(S(=O)(=O)NCCOC)cc1C do in these assays?
VEEV TC-83 Vero: inactive; influenza NS1A: -2%; tuberculosis growth: 9%; M. tuberculosis HTS: 3%; Salmonella PhoP GFP: 3%

Results for CCCN(CC(=O)Nc1ccccc1OC)C(=O)c1cc(-c2cccs2)nn1-c1ccccc1 ?
VEEV TC-83 Vero: 11%; influenza NS1A: -4%; tuberculosis growth: 16%; M. tuberculosis HTS: 17%; Salmonella PhoP GFP: 11%

Results for Cc1ccccc1S(=O)(=O)Cc1ccc(C(=O)NCc2cccnc2)o1 ?
VEEV TC-83 Vero: 0.4%; influenza NS1A: -6%; tuberculosis growth: 0%; M. tuberculosis HTS: -15%; Salmonella PhoP GFP: 8%

Results for CCCNC(=O)C(Cc1ccccc1)NS(=O)(=O)c1ccc2c(c1)c(=O)n(C)c(=O)n2C (configuration not stated) ?
VEEV TC-83 Vero: 0.3%; influenza NS1A: 31%; tuberculosis growth: 0%; M. tuberculosis HTS: -1%; Salmonella PhoP GFP: -11%

How did CCOC(=O)CC[C@H](NC(=O)Cn1cnc2c(NCc3ccccc3)ncnc21)C(=O)OCC do in these assays?
VEEV TC-83 Vero: 0.3%; influenza NS1A: -5%

Results for CCCCC1=CC2=CC(=O)C(C)(OC(=O)CC)C(=O)C2=CN1c1ccccc1 (configuration not stated) ?
VEEV TC-83 Vero: 0.1%; influenza NS1A: 1%; tuberculosis growth: 29%; M. tuberculosis HTS: -2%; Salmonella PhoP GFP: 3%

What do the screens show for `Cc1cc(NC(=O)CCN2CCCCC2)ccc1Br`?
VEEV TC-83 Vero: inactive; influenza NS1A: -7%; tuberculosis growth: -5%; M. tuberculosis HTS: 10%; Salmonella PhoP GFP: -2%

Results for CN1CCN2c3ncccc3Cc3ccccc3[C@@H]2C1 ?
VEEV TC-83 Vero: 1.7%; influenza NS1A: 5%; tuberculosis growth: -2%; M. tuberculosis HTS: 9%; Salmonella PhoP GFP: 8%

How did CCN1CCN(c2nc3c(C)cccn3c(=O)c2/C=C(\C#N)C(=O)NCCOC)CC1 do in these assays?
VEEV TC-83 Vero: inactive; influenza NS1A: -9%; tuberculosis growth: 1%; M. tuberculosis HTS: -14%; Salmonella PhoP GFP: -2%

Results for CCc1ccc(-c2cc(C)no2)cc1S(=O)(=O)Nc1ccc(C)cn1 ?
VEEV TC-83 Vero: 0.8%; influenza NS1A: 2%; tuberculosis growth: 26%; M. tuberculosis HTS: 9%; Salmonella PhoP GFP: 11%

Results for CC(C)Cc1nc(SCC(=O)Nc2ccc(S(N)(=O)=O)cc2)n[nH]1 ?
VEEV TC-83 Vero: 2.6%; influenza NS1A: -4%; tuberculosis growth: 8%; M. tuberculosis HTS: -2%; Salmonella PhoP GFP: 8%

How did Cc1ccc(C2=NN3C(C(=O)c4ccccc4)Oc4ccccc4C3C2)cc1 (configuration not stated) do in these assays?
VEEV TC-83 Vero: 6.1%; influenza NS1A: -4%; tuberculosis growth: 17%; M. tuberculosis HTS: 1%; Salmonella PhoP GFP: 1%

How did CCCC(=O)NC1C2CC3CC(C2)CC1C3 (configuration not stated) do in these assays?
VEEV TC-83 Vero: inactive; influenza NS1A: 2%; tuberculosis growth: 67%; M. tuberculosis HTS: -9%; Salmonella PhoP GFP: 13%

How did O=C(Nc1ccccc1)C1=C(N2CCOCC2)/C(=C/c2cccnc2)CC1 do in these assays?
VEEV TC-83 Vero: 2.7%; influenza NS1A: 6%; tuberculosis growth: 5%; M. tuberculosis HTS: -3%; Salmonella PhoP GFP: -4%

By substructure, the compounds so far containing a cyano group
Results for CC(c1ccccc1)C1C(C#N)=C(N)OC2=C1C(=O)CCC2 (configuration not stated) ?
VEEV TC-83 Vero: 5.8%; influenza NS1A: 3%; tuberculosis growth: 0%; M. tuberculosis HTS: 1%; Salmonella PhoP GFP: 1%

How did CCN1CCN(c2nc3c(C)cccn3c(=O)c2/C=C(\C#N)C(=O)NCCOC)CC1 do in these assays?
VEEV TC-83 Vero: inactive; influenza NS1A: -9%; tuberculosis growth: 1%; M. tuberculosis HTS: -14%; Salmonella PhoP GFP: -2%

Bioassay records as filed in PubChem BioAssay.
